pAkt inh = Akt phosphorylation inhibition; Neuro2A IGF-stimulated pAkt S473 HTRF, 20 min; hits give low values; activity change, % for hits at 50 µM; 360,000 tested, 0.32% active; AID 651550; in the data active = activity change below about -80%; inconclusive = mostly about -51% to -80%; also: % is scaled to controls: 0 for no effect and ±100 for the full control effect
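Neuro2A cells (4,500/well, DMEM with 0.5% FBS) were treated with compound at a single 50 µM final concentration, stimulated with 6 nM IGF for 20 min at 37 °C, and lysed. Phospho-Akt Ser473 was read by HTRF as 665/615 ratio ×10^4.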
MmCpn inh = inhibitors of Methanococcus maripaludis chaperonin (MmCpn) | purified Mm-Cpn ATPase, ADP Transcreener TR-FRET | Potency, µM (top dose mostly 76.9 µM), for inactives: top-dose activity, negative = inhibition, most hits filed as inhibitors | 330,000 tested, 0.031% active; also: potency is read from the fitted curve at half-maximal effect; % is scaled to controls: 0 for no effect and ±100 for the full control effect; nearly all actives have a fitted effect of over 80% in size
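ATPase turnover read by TR-FRET ADP competition (Eu cryptate antibody/ADP-d2, 665/590 nm): 10uM ATP final, 25nM Mm-CPN final, 30 min 37degC after 10-min compound preincubation, pH 7.4 Tris/KCl/MgCl2/DTT buffer.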
DRD3 antagonist = blocks the human D3 dopamine receptor; D3R cells, DiscoveRx beta-arrestin luminescence, antagonist mode; hits give low values; max response, negative = inhibition, %; 360,000 tested, 2.5% active; in the data active = max response below about -50%; inconclusive = no clear call, values can overlap the other calls; also: % is scaled to controls: 0 for no effect and ±100 for the full control effect; mostly tested at two doses, the higher about 12 µM
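Cells plated overnight at 1500 cells/well, then exposed to library compounds with dopamine controls for 90 minutes at 37 degrees C. DiscoveRx reagent added for 30–60 minutes at room temperature; luminescence read, quantitative HTS format.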
D3 ag = D3 dopamine receptor (human) agonism. P35462. D3R DiscoveRx beta-arrestin cells, luminescence, 90 min. max activation, %. 410,000 tested, 0.58% active. AID 652048; in the data active = max activation above about 30%; also: 0% is about no effect; mostly tested at two doses, the higher about 12 µM
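Agonist-mode cell screen: cells plated at 1500/well and incubated overnight at 37 °C, then exposed to library compounds for 90 min at 37 °C. Detection reagent was added for 30–60 min at room temperature, and luminescence was read.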
CCT chaperon mod = changes cytosolic chaperonin activity; 360,000 tested, 0.3% active; purified chaperonin ATPase assay, HTRF ADP detection, 30 min; activity change, % (no concentration beside the values), hits read low; AID 651819; in the data active = activity change below about -30%; also: % is scaled to controls: 0 for no effect and ±100 for the full control effect
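Nucleotide hydrolysis assay: TRiC at 20–40 nM final (set by batch activity) with 10 uM ATP, 30 min at 37 °C, in presence of 76 uM compound. Detection by competitive ADP HTRF, 30 min ambient.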
EPAC2 ag = EPAC2 (human) agonism; 360,000 tested, 0.079% active; EPAC2 activation, biochemical qHTS; response scale: 100% = 6.5 mM cAMP response; Potency, µM (doses to about 154 µM), for the others: at the top dose activation, usual class: activators; also: potency is read from the fitted curve at half-maximal effect; nearly all actives have a fitted effect of over 50% in size
Target sequence (Q8WZA2 whole entry, looked up): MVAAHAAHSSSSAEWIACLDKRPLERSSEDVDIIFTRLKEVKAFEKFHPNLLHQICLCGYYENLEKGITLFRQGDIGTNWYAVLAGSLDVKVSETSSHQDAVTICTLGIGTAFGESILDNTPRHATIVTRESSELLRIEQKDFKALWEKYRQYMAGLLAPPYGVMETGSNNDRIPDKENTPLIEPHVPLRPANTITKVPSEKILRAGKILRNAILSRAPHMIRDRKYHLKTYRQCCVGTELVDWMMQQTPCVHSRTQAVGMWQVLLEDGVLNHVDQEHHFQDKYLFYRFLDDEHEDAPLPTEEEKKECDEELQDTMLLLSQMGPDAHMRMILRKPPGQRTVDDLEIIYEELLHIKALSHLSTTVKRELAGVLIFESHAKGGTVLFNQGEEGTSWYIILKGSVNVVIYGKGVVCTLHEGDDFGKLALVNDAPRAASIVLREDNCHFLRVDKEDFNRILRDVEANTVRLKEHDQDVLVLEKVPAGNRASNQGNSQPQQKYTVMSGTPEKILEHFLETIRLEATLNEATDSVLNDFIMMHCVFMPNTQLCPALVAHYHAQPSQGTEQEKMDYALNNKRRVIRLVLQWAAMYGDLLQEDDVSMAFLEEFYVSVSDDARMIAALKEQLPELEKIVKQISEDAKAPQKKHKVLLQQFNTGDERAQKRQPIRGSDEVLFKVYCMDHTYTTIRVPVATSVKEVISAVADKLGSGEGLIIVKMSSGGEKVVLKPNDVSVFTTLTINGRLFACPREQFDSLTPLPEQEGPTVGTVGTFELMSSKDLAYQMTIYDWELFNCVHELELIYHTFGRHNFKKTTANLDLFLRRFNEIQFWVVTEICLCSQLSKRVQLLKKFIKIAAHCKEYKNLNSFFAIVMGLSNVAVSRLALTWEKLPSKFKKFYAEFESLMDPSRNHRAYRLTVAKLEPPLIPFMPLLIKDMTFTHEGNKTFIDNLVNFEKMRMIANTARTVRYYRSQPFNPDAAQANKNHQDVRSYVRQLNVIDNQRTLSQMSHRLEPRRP
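In this primary screen, activation is scored as increased exchange of BODIPY-GDP from Rap1B by 100 nM EPAC2, with 50 uM GDP as competitor. Signal is normalized to the 6.5 mM cAMP agonist control.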
EPAC2 antagonist = EPAC2 (human) antagonism; Q8WZA2; EPAC2 GEF exchange of Rap1B-BODIPY-GDP, fluorescence; Potency, µM (titrated, usually from 114 µM), for the others: at the top dose activity, negative = inhibition, actives largely listed as inhibitors; 360,000 tested, 0.18% active; also: potency is read from the fitted curve at half-maximal effect; % is scaled to controls: 0 for no effect and ±100 for the full control effect; nearly all actives have a fitted effect of over 45% in size; many of its hits are not listed in these tables
PTHR1 agonist = PTHR1 (human) receptor agonism | Q03431 | HEK293 GP2 PTHR1 cells, GloSensor cAMP luminescence, 1 h | Potency, µM (series often up to 115 µM), for the others: top-dose activation, hits mostly activators | 410,000 tested, 0.075% active | AID 743266; also: potency is read from the fitted curve at half-maximal effect; nearly all actives have a fitted effect of over 55% in size; some results filed as inactive show a strong effect at the top dose; inactives centre near -15; many of its hits are not listed in these tables
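HEK-293-derived GP2 cells expressing PTHR1 and a GloSensor cAMP reporter, 3,000/well, plated overnight, given luciferin plus IBMX (each 0.5 mM as added) for 1 h at 37 °C, then compound for 1 h at 37 °C. Luminescence was read after 15 min at room temperature.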
Numbers without * were called inactive; i = inactive; ? = inconclusive; . = no result given; [ ] = dose if it differs, or a comment. Unless noted, calls follow the shape of the dose curve; as a rule, active = well fitted curve in the direction sought with a large enough effect; inconclusive = small, poorly fitted or top-dose-only effect, or another doubt; inactive = no such curve, though single readings can be large; an effect the other way counts as inactive or inconclusive.

SMILES | pAkt inh | MmCpn inh | DRD3 antagonist | D3 ag | CCT chaperon mod | EPAC2 ag | EPAC2 antagonist | PTHR1 agonist
COc1ccc(/C=C2\SC(=O)N(CCCC(=O)Nc3cc(Cl)ccc3C(=O)O)C2=O)cc1 | i | -4.3% | -12.9 | 4.6 | -1.2 | -3.4% | -0.5% | -13.4%
CC(C)CC(Nc1ncnc2scc(-c3ccccc3)c12)C(=O)O (stereo not drawn) | i | -4.1% | 93.3 | -2.8 | 1.0 | -9.2% | -20.3% | -1.0%
Cc1cn(C2CC(O)C(CO)O2)c(=O)n(Cc2ccccc2)c1=O (stereo not drawn) | i | . | 29.7 | 7.5 | -1.2 | -3.1% | 4.6% | i
CCS(=O)(=O)c1ccc(S(=O)(=O)CC)s1 | i | 2.2% | -6.1 | 0.3 | -1.0 | 4.3% | 7.7% | i
Cc1ccccc1NCc1nc2ccccc2n1C | i | -0.8% | -9.9 | -1.8 | 0.3 | 2.8% | -12.0% | i
COC(=O)C1=C(NC(=O)c2ccccc2C)CCS1 | i | 1.8% | -6.8 | -2.1 | -1.6 | 20.7% | -20.3% | -45.5%[inhibitor]
O=C(COC(=O)C1CC(O)CN1S(=O)(=O)c1ccc(Cl)cc1)c1cccc(Cl)c1 (stereo not drawn) | i | 1.4% | 23.7 | -1.7 | -0.9 | 9.0% | -2.5% | -20.0%
COc1ccc(C)cc1S(=O)(=O)N1CCCC(C(=O)NCC2CCCO2)C1 (stereo not drawn) | i | -2.3% | -11.7 | -9.2 | -1.8 | 12.0% | 1.5% | i
N/C(=N\OC(=O)C1CCCCC1)c1ccncc1 | i | 1.0% | -16.7 | 0.4 | -0.9 | 8.6% | 5.8% | -36.3%[inhibitor]
CC(C)(CSc1ccccn1)NS(=O)(=O)c1ccc(Cl)cc1 | i | -0.5% | 8.8 | -5.6 | -0.6 | 18.5% | 1.0% | -3.4%
O=c1[nH]c(=S)[nH]c2nccnc12 | i | . | -23.9 | 0.8 | -7.4 | 3.0% | -1.0% | i
O=C(CN1C(=O)c2ccccc2C1=O)OCC(=O)N1CCN(c2ccccc2)CC1 | i | 0.3% | -19.8 | -8.4 | -2.7 | 3.0% | -10.0% | -8.2%
Cc1nn(CCc2nn[nH]n2)c2nc(-c3ccc(C4CCCCC4)cc3)cc(C(F)(F)F)c12 | i | -1.8% | 14.3 | 17.2 | -3.2 | -23.3% | ? | -17.9%
CCC(CO)n1c(=S)[nH]c2cc(OC)c(OC)cc2c1=O (stereo not drawn) | i | -1.7% | 5.1 | 3.7 | -0.4 | 6.6% | 4.9% | -19.8%
Cc1ccc(NC(=O)NC(=O)COc2c(F)c(F)cc(F)c2F)c(C)c1 | i | -2.0% | -17.6 | -5.1 | 1.5 | -3.1% | 2.1% | -2.7%
O=C(C[C@@H]1C/C=C\C[C@@H](NC(=O)OCC2c3ccccc3-c3ccccc32)C(=O)OCCNC1=O)N[C@@H](CO)Cc1ccccc1 | i | 0.1% | 26.4 | 15.4 | -1.0 | 2.1% | 6.8% | -10.1%
CCOC(=O)c1cccnc1SCC(=O)Nc1ccc(C)cc1 | i | -0.5% | -2.1 | 5.2 | -0.7 | -4.3% | -3.2% | i
COc1cc(/C=N/N2CCN(Cc3ccc(Cl)cc3)CC2)ccc1OC(C)=O | i | 0.3% | -19.2 | -1.7 | -0.8 | 16.1% | -6.5% | -21.8%
Cc1nnsc1-c1nnc(SCC(=O)c2ccc(C#N)cc2)n1C1CC1 | i | 0.7% | -12.5 | 1.9 | -2.2 | 6.6% | 0.8% | i
CCn1c(SCC(=O)N2CCCCC2C)nnc1-c1ccco1 (stereo not drawn) | i | -0.1% | -22.8 | 3.6 | -2.9 | 6.9% | -6.1% | i
COc1cccc(CC(=O)Nc2ccc3c(c2)c(=O)n(C)n3-c2ccc(C(C)(C)C)cc2)c1 | i | . | -58.3* | -8.0 | -1.4 | 14.6% | -15.9% | -60.7%[inhibitor]
C=CCn1cccc(C(=O)Nc2cc(OC)cc(OC)c2)c1=O | i | 0.3% | 2.4 | -1.7 | 1.6 | 9.3% | -6.1% | -14.8%
OC(c1ccccc1)c1ncc(-c2ccc(Oc3ccccc3)cc2)[nH]1 (stereo not drawn) | i | . | 0.0 | -5.5 | -3.2 | 24.3% | -10.8% | i
CS(=O)(=O)c1ccc(-c2cn3cc(C(=O)O)ccc3n2)cc1 | i | 0.8% | 14.6 | 5.0 | -3.3 | -5.8% | 3.0% | -1.5%
Cc1nn(CC(=O)NNC(=O)c2ccc(Br)cc2)c(C)c1[N+](=O)[O-] | i | -0.9% | ? | -7.8 | -1.6 | 4.7% | -7.8% | -32.1%
CCOc1cc(/C=C(/C#N)C(=O)Nc2ccc(OC)cc2)ccc1OCc1ccc(C(=O)O)cc1 | i | -2.7% | 8.6 | -0.9 | -1.6 | 21.7% | -6.9% | -36.6%[inhibitor]
COc1ccc(-c2nc(C(=O)O)cs2)cc1OC | i | -4.5% | 0.0 | -13.1 | 1.2 | 2.7% | -6.0% | ?
Oc1ccc(-c2ccccc2)cc1CN1CCCCCC1 | i | -25.8% | -92.8* | -18.5 | 1.7 | 4.5% | -1.2% | i
COc1cccc(CN2CC(C(=O)NCCOc3ccccc3F)CCC2=O)c1 (stereo not drawn) | i | 1.5% | 35.6 | -13.3 | 0.4 | -7.0% | 9.5% | i
Cc1ccc(S(=O)(=O)/N=C(/Nc2ccc(F)cc2F)c2ccc(F)cc2)cc1 | i | -0.1% | -1.8 | -7.0 | -2.2 | 6.8% | 5.5% | -7.8%
CCOc1ccccc1CN1CCN(C2CCOCC2)CC1CCO (stereo not drawn) | i | -1.8% | -8.0 | -1.0 | -0.5 | 2.1% | 7.3% | -4.5%
COCCN(C(=S)Nc1ccccc1C)C(C)c1cccnc1 (stereo not drawn) | i | 1.1% | -25.1 | 0.9 | -2.6 | 6.5% | 0.8% | -8.8%
CC1(C)CC(=O)C(CCC(=O)c2ccccc2)C(C)(C)N1 (stereo not drawn) | i | 1.1% | -24.2 | -0.6 | 1.1 | -4.5% | 9.7% | i
Fc1ccc(Nc2cncc(-c3ccsc3)c2)cc1Cl | i | . | -51.9* | -13.5 | 0.2 | ? | -14.2% | -18.7%
COC(=O)c1ccccc1NC(=S)NC(=O)COc1ccccc1 | i | 0.2% | ? | -9.0 | -3.4 | 5.9% | -2.9% | i
CCOC(=O)N1CCN(C(=O)c2noc3c2COc2ccccc2-3)CC1 | i | 2.6% | 0.3 | -6.2 | -2.2 | -3.3% | -6.2% | -33.0%[inhibitor]
CCc1ccc[n+](-c2[nH]c(=O)sc2/C=N/N=C(\N)[O-])c1 | i | -2.1% | 9.8 | 9.0 | 0.0 | 11.4% | 7.1% | i
COc1ccccc1C(=O)N/C(=C/c1ccc(Br)cc1)C(=O)NCC(=O)O | i | -2.8% | 27.6 | 2.9 | -1.5 | 0.5% | -19.4% | 6.2%[57.5 µM]
COC(=O)N/N=C/c1c(C)cc(C)cc1C | i | -3.4% | 8.4 | 2.9 | -2.1 | -10.3% | 4.5% | -4.4%
Cc1cc(C)n(CC(=O)N/N=C/c2ccco2)n1 | i | -2.8% | 7.2 | 5.0 | 0.2 | -3.1% | 3.1% | -3.0%[57.5 µM]
O=C(CN1CCN(c2ccccn2)CC1)Nc1ccc(Oc2ccccc2)cc1 | i | 0.5% | 11.7 | 24.5 | 2.6 | 14.2% | -5.4% | -5.8%
COc1cccc(NC(=O)c2sc(NC(=O)c3ccncc3)nc2C)c1 | i | -0.3% | -6.8 | 2.4 | -1.2 | 0.2% | -4.3% | -4.5%
CCOC(=O)C(Cc1ccc(NC(=O)/C(=C/c2ccccc2)NC(=O)c2ccccc2)cc1)N1C(=O)c2ccccc2C1=O (stereo not drawn) | i | -4.3% | 11.5 | 14.0 | -0.2 | -2.7% | 15.0% | i
COc1ccc(CCN(C(=O)C(F)(F)F)C(C(=O)NC2CCCC2)c2cccs2)cc1 (stereo not drawn) | i | 1.3% | -23.8 | -17.9 | 3.0 | 14.8% | 5.9% | -64.5%[inhibitor]
CC(C)(C)S(=O)(=O)c1cnc(N2CCCC2)nc1N | i | -3.0% | -16.7 | 4.8 | 1.6 | 5.5% | 3.5% | -9.2%
COc1ccc(S(=O)(=O)Nc2ccc(NC(C)=O)cc2)cc1 | i | 0.7% | -16.0 | -17.5 | 0.9 | 3.3% | 20.4% | i
CCc1nnc(NC(=O)c2ccc(COc3ccccc3)o2)s1 | i | -1.7% | 21.0 | -7.5 | -1.2 | 2.5% | -3.1% | -3.7%[57.5 µM]
Nc1ccccc1SSc1ccccc1N | i | 0.1% | -29.3 | 0.6 | -0.1 | 5.8% | 2.7% | i
CCOc1cc(C(=O)NC(=S)Nc2ccc(Cl)c(C(=O)O)c2)cc(OCC)c1OCC | i | 0.6% | ? | -6.9 | 0.1 | -16.8% | ? | 10.7%
CCCCC(=O)Nc1nnc(-c2ccco2)o1 | i | -1.5% | -4.9 | 0.3 | -5.9 | 4.2% | 8.8% | i
CC1=C(C(=O)Nc2ccccc2C(=O)NCCCOC(C)C)SCCO1 | i | -0.7% | -14.3 | -3.1 | -3.4 | 3.9% | -0.2% | -19.3%
COC(=O)C1=C(N)Oc2cc(C)n(CCCn3ccnc3)c(=O)c2C1c1ccc(Cl)cc1 (stereo not drawn) | i | 1.9% | -5.3 | 0.1 | 0.3 | 0.0% | 47.8%[activator][57.1 µM] | -15.0%[57.5 µM]
COc1ccc(O)c(C(=O)CC(=O)c2ccccc2C)c1 | i | -9.4% | 14.4 | -9.0 | -3.4 | 14.4% | -20.7% | -30.8%[inhibitor]
NC(=O)C(=O)N/N=C/c1cccc(C(F)(F)F)c1 | i | 0.8% | 6.0 | -4.6 | -3.1 | 6.7% | 0.3% | -2.5%
O=C(Cc1ccsc1)N1CCN(S(=O)(=O)c2ccccc2F)CC1 | i | 1.3% | -2.4 | 1.2 | -0.5 | -3.5% | 7.0% | i
CCC(C(=O)Nc1cccc(C(=O)O)c1)c1ccccc1 (stereo not drawn) | i | 3.5% | -14.9 | 0.3 | 0.7 | 9.6% | 7.4% | -17.1%

Bioassay records (PubChem)

Some of the compounds tested. The share of hits here may be higher or lower than overall.
